Source: PubChem (several laboratories)
PP1 counter: PP1-alpha (human) inhibition in PP5 counter-screen. P62136. purified PP1alpha, OMFP fluorescence. inhibition, % at 6.7 µM. hit rate 0.9% among 320,000;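 active = inhibition above the mean inhibition of all tested compounds plus 3 SD, computed separately for each screening campaign, cut at about 15% in these data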
Target sequence (P62136 whole entry, looked up): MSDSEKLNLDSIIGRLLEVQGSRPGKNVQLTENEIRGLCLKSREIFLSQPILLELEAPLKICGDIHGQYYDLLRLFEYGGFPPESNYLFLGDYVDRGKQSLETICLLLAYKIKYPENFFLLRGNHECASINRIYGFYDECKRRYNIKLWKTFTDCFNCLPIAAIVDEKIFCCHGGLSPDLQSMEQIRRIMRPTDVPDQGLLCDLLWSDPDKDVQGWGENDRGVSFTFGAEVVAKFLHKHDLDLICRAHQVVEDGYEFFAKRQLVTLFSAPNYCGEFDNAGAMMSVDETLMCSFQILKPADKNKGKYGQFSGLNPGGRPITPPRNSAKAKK
PP5 inh: inhibitors of human protein phosphatase 5 (PP5). P53041. purified PP5c, OMFP substrate fluorescence. inhibition, % at 6.7 µM. hit rate 0.18% among 320,000;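 active = inhibition above the campaign's mean inhibition across all tested compounds plus 3 SD, cut at about 9.5% in these data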;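 also: 0% = DMSO only and 100% = 100 µM cantharidin control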
TPT1 inhibitor: C. albicans TPT1 enzyme inhibition; recombinant caTPT1, FP RNA substrate dephosphorylation; inhibition, % at 5 µM; hit rate 0.81% among 300,000;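 active = inhibition above the mean of all tested compounds plus 3 SD, set per screening campaign, cut at about 24% in these data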;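 also: plate controls were DMSO alone for no effect and ferristatin control at 100 nM for full effect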
HCV core dimer: blocks dimerization of HCV core protein; TR-FRET GST/Flag-core106 dimerization, 1536-well; inhibition, % at 5 µM; hit rate 0.33% among 300,000;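 active = inhibition above the mean of all tested compounds plus 3 SD, set per screening campaign, cut at about 45% in these data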
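System: GST-tagged and Flag-tagged HCV core protein residues 1-106 / Input: core106 proteins, GST 13.5 nM and Flag 17 nM / Buffer or medium: KF-containing HEPES buffer, pH 7.45, DTT, CHAPS, BSA / Probe or stimulus: Eu-anti-GST and XL665-anti-Flag labelled anti-tag antibodies / Schedule: 4 h, 22.5 °C incubation / Technique: TR-FRET 671 and 617 nm emission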
JMJD2C inh: inhibitors of human GASC-1 (JMJD2C) demethylase. Q9H3R0. GST-JMJD2C(1-420) H3K9me3 demethylation, DELFIA europium. inhibition, % at 2.35 µM. hit rate 0.069% among 330,000. AID 2099;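 active = more than half of a compound's replicate wells show inhibition beyond 50%, single wells judged on their own value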;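 also: signal counts dimethyl H3K9 product captured on neutravidin plate; 0% = median of DMSO wells and 100% = 0.3 times that DMSO median; strong numbers were not always called active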
procasp3 activ: procaspase-3 (human) activation. recombinant procaspase-3 D3A, Ac-DEVD-pNA absorbance 405 nm. activation, % at 8.5 µM. hit rate 0.11% among 330,000. AID 463141;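 active = activation above the mean of all tested compounds plus 3 SD, cut at about 21% in these data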;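 also: 0% = DMSO alone and 100% = DMSO wells spiked with extra 5 µM PC-3 D3A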
Target sequence (P42574 whole entry D9A/D28A/D175A): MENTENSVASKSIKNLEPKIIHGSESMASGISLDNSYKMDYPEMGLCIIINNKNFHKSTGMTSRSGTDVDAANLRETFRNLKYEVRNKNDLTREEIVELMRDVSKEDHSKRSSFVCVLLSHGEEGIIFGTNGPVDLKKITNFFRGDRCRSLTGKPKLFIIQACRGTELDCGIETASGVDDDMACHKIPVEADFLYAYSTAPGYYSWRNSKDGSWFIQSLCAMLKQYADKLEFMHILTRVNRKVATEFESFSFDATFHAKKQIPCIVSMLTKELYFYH
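Assay system – Procaspase-3 D3A mutant, all three cleavage aspartates alanine · Controls – DMSO-only low control, 5 µM PC-3 D3A high control · Schedule – 1 h compound preincubation, 2 h substrate hydrolysis at 25 °C · Signal – 405 nm absorbance of p-nitroaniline, reads at 0 and 120 min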
procasp7 counter: counter-screen: procaspase-7 (human) activation; recombinant procaspase-7, Ac-DEVD-pNA absorbance 405 nm; D23A/D198A/D206A triple mutant, cannot self-cleave; scale: DMSO 0, 5 µM enzyme 100; hit rate 0.093% among 330,000; activation, % at 8.5 µM;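 active = percent activation above the screen-wide mean plus 3 SD, cut at about 25% in these data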
Target sequence (P55210 whole entry D23A/D198A/D206A): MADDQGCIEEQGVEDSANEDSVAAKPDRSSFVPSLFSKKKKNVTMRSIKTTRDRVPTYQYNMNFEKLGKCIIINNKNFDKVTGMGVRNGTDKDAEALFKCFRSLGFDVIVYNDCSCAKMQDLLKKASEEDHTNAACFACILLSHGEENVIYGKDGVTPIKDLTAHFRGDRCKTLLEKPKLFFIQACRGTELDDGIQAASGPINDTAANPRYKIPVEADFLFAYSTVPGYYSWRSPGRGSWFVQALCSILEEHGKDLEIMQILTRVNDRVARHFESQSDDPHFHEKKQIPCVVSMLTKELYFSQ
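Assay system: Uncleavable procaspase-7 mutant enzyme / Input: 2 µM procaspase-7 mutant as dispensed / Dosing: single nominal 8.5 µM compound dose, 0.8% DMSO final / Timing: 1 h enzyme–compound preincubation and 2 h substrate reaction, both 25 °C / Detection: p-Nitroaniline absorbance at 405 nm, read at 0 and 120 min / Replication: singlicate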
CTSL1 counter: blocks F. hepatica cathepsin L1 in PFM18AAP counter-screen; recombinant F. hepatica cathepsin L1, Z-Leu-Arg-MCA fluorescence; inhibition, % at 5.96 µM; hit rate 0.49% among 300,000; AID 1906;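 active = inhibition above the mean of all tested compounds plus 3 SD, set per screening campaign, cut at about 17% in these data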;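 also: 0% = plate median of test compound wells and 100% = 1 µM Z-Phe-Ala-diazomethylketone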
Efflux pump inh: inhibitors of Candida antifungal efflux pumps expressed in yeast; inhibition, % at 10 µM; hit rate 0.44% among 330,000; S. cerevisiae Candida pump triplex, Nile Red efflux;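 active = plate passing quality check with inhibition over a set limit, or well fluorescence over plate mean plus 4 SD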;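 also: Nile Red retained in pooled yeast measured as flow cytometry median fluorescence; 0% = buffer negative control and 100% = Enniatin B positive control; higher means more Nile Red kept so more efflux inhibition; some compounds called inactive have numbers as strong as hits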
* = called active by the depositor; nt = no result given; & = joins results of further samples. Not a hit list. About 2.9% of those tested had a hit in this group.

SMILES	PP1 counter	PP5 inh	TPT1 inhibitor	HCV core dimer	JMJD2C inh	procasp3 activ	procasp7 counter	CTSL1 counter	Efflux pump inh
COc1ccc(OC)c(NC(=O)CSc2nnc(CNC(=O)COc3ccc(Cl)cc3)o2)c1	-3	1.5	-3	0	-33&-4	-4	8	-5	0.1
CC(C)NC(=O)C1CCCN(S(=O)(=O)c2cccc3nonc23)C1 (stereo not given)	-4	-0.1	1	-13	15	3	-6	4	0.0
CCC(=O)Nc1nc2c(c(=O)[nH]1)CCCC2	-2	4.9	4	0	-6	4	13	-2	0.3
COc1ccccc1C(=O)N(C)CC(=O)Nc1ccc(N2CCOCC2)cc1	-1	1.2	nt	nt	0	4	-6	nt	-0.1
CC(/C=N/NC(=O)c1nnn(-c2nonc2N)c1C(C)C)=C\c1ccco1	1	0.3	2	-14	-2	-2	5	16	-0.3
Cn1c(=O)c2cc(NC(=O)c3ccccc3Cl)c(=O)oc2n(C)c1=O	-1	3.3	3	-3	16	1	-17	27*	-0.1
Cc1ccc(S(=O)(=O)N2CC(O)CC2C(=O)NCc2ccc3c(c2)OCO3)cc1 (stereo not given)	1	-0.2	-2	-1	11	-3	10	2	-0.2
Cc1oc(-c2cccc(C(F)(F)F)c2)nc1CN1CCC[C@H]1CO	0	1.9	3	0	4	2	0	-1	0.0
O=C(CSCc1ccc(F)cc1)NCc1ccc(F)cc1	-7	-0.5	1	2	-3	4	5	-2	0.1
CCOC(=O)c1c(C)[nH]c(C(=O)COC(=O)c2oc3ccccc3c2C)c1C	-9	1.0	0	7	4	-3	5	-6	-0.1
CC(NS(=O)(=O)c1ccc2[nH]c(=O)c(=O)[nH]c2c1)C(=O)O (stereo not given)	-1	-1.4	2	-1	3	-6	11	2	0.0
O=C(CCNC(=O)c1ccco1)Nc1ccc(C(F)(F)F)cc1	-5	0.9	-1	5	-4	4	0	0	-0.1
CCC(C)N(C)C1CCN(C(=S)Nc2cccc(OC)c2)CC1 (stereo not given)	-3	1.7	2	-2	5	2	-16	1	0.0
Cc1cc([N+](=O)[O-])ccc1NC(=O)CN1CCN(Cc2ccccc2)CC1	-3	1.5	-1	0	15	-2	15	-1	-0.1
O=C(Cc1n[nH]c(=O)[nH]c1=O)N/N=C/c1cccc(O)c1	-8	0.6	0	-8	13	1	-3	-2	0.3
Cc1nnc(SCC(=O)Nc2sccc2C(N)=O)n1Cc1ccccc1	-1	0.7	-2	2	31	-4	-3	1	0.1
CCn1c(SCc2ccc(C)cc2)nnc1-c1nn(-c2ccccc2)ccc1=O	6	2.7	0	0	8	5	10	2	-0.1
Fc1ccc(Nc2ccc3ccccc3n2)c(F)c1	-1	3.1	0	-1	-1	3	0	-3	-0.1
COc1ccc(OC)c(NC(=O)COC(=O)Cn2nnc(-c3ccccc3)n2)c1	4	-1.1	nt	nt	nt	-4	2	nt	-0.2
CCC1Nc2ccccc2-c2nnc(SC)nc2O1 (stereo not given)	-2	-0.5	0	-4	-2	-11	4	-1	-0.1

Exported with bars between the fields: part of the list above
molecule | PP1 counter | PP5 inh | TPT1 inhibitor | HCV core dimer | JMJD2C inh | procasp3 activ | procasp7 counter | CTSL1 counter | Efflux pump inh
Cc1ccc(S(=O)(=O)N2CC(O)CC2C(=O)NCc2ccc3c(c2)OCO3)cc1 (stereo not given) | 1 | -0.2 | -2 | -1 | 11 | -3 | 10 | 2 | -0.2
Cc1oc(-c2cccc(C(F)(F)F)c2)nc1CN1CCC[C@H]1CO | 0 | 1.9 | 3 | 0 | 4 | 2 | 0 | -1 | 0.0
O=C(CSCc1ccc(F)cc1)NCc1ccc(F)cc1 | -7 | -0.5 | 1 | 2 | -3 | 4 | 5 | -2 | 0.1
CCOC(=O)c1c(C)[nH]c(C(=O)COC(=O)c2oc3ccccc3c2C)c1C | -9 | 1.0 | 0 | 7 | 4 | -3 | 5 | -6 | -0.1

Other results follow.
SMILES	PP1 counter	PP5 inh	TPT1 inhibitor	HCV core dimer	JMJD2C inh	procasp3 activ	procasp7 counter	CTSL1 counter	Efflux pump inh
Cc1ccc(OCC(=O)N(C)CC(=O)N(CC(C)C)c2c(N)n(CC(C)C)c(=O)[nH]c2=O)c(C)c1	-6	2.1	2	4	5	8	1	-2	0.0
COc1cc2c(=O)n(Cc3ccccc3)c(=O)n(CC(=O)NCC3CCCO3)c2cc1OC (stereo not given)	1	-2.1	-1	-3	1	6	7	6	-0.1
CC(C)(C)c1ccc(S(=O)(=O)N2CCN(C3CCCC3)CC2)cc1	2	2.0	-1	-2	5	0	2	-1	-0.2
CCOc1ccc(OCC)c(NC(=O)CN(C)S(=O)(=O)c2ccc3nc(C)sc3c2)c1	0	1.7	1	-4	4	-3	-2	3	-0.3
Cc1cccc(NC(=O)CN2C(=O)S/C(=C\c3cccn3-c3cccc(C(=O)O)c3)C2=O)c1	13	3.6	-1	19	-24	-1	6	0	0.2
CCOC(=O)CSc1nnc(NC(=O)c2cccc(S(=O)(=O)N3CCCC3)c2)s1	-1	-0.2	1	-3	9	5	0	2	0.1
CCC(C)Sc1nc2c(c(=O)[nH]c(=O)n2C)n1CC(O)COc1cccc2ccccc12 (stereo not given)	-2	-3.6	-3	9	-9	0	2	2	0.1
C/C(=N\NC(=O)CN1CCOCC1)C(C)(C)C	-3	1.2	-3	8	-15	4	1	-2	0.0
O=C(NC1(N2CCOCC2)CC1)c1ccc(Cl)cc1	-2	-1.0	3	0	-3	-11	7	-1	0.1
O=C(/C=C/c1ccccc1Cl)NC1CCCCC1	-1	-0.6	-3	-6	5	0	-3	1	0.0
O=C(Nc1nnc(-c2ccco2)o1)C1CC1	1	0.8	-2	-3	3	3	0	6	0.0
COc1cc(NC(=O)c2ccc(C(C)(C)C)cc2)c(OC)cc1NC(=O)CN1CCCCC1	-1	1.1	0	9	15	-2	-5	7	0.0
Cc1cc(C(=O)NN=C2C3CC4CC(C3)CC2C4)c2ccccc2n1	3	3.7	2	-2	-2	0	5	-3	-0.3
COc1ccccc1NC(=O)CSCC(N)=O	-4	-0.3	3	4	3	10	-7	3	0.0
CC(NC(=O)COC(=O)Cc1ccccc1[N+](=O)[O-])c1ccccc1 (stereo not given)	3	-0.1	3	-6	-9	-5	-8	-11	0.4
S=C1NCCOCCNC(=S)NCCOCCOCCN1	2	-0.6	-2	-8	3	-3	-1	3	-0.1
COc1cc(C(=O)NCC(=O)N/N=C/c2cccc(OC(=O)c3ccco3)c2)cc(OC)c1OC	-1	1.5	-2	12	3	-1	10	-8	-0.4
COC(=O)c1cccnc1NC(=S)NNC(=O)c1ccccc1	-2	1.8	0	0	-9	-1	-3	1	-0.2
CCOc1ccc(NC(=O)[C@@H]2CCC(=O)N2C2OC(=O)c3ccccc32)cc1 (stereo not given in full)	2	-0.4	1	-3	0	5	-1	1	0.0
O=C(Nc1ccccc1)N(CCCN1CCOCC1)Cc1cccs1	-2	-1.8	-1	-3	-17	1	11	-2	-0.5

Of the compounds above, these contain a Cl atom:
SMILES	PP1 counter	PP5 inh	TPT1 inhibitor	HCV core dimer	JMJD2C inh	procasp3 activ	procasp7 counter	CTSL1 counter	Efflux pump inh
COc1ccc(OC)c(NC(=O)CSc2nnc(CNC(=O)COc3ccc(Cl)cc3)o2)c1	-3	1.5	-3	0	-33&-4	-4	8	-5	0.1
Cn1c(=O)c2cc(NC(=O)c3ccccc3Cl)c(=O)oc2n(C)c1=O	-1	3.3	3	-3	16	1	-17	27*	-0.1
O=C(NC1(N2CCOCC2)CC1)c1ccc(Cl)cc1	-2	-1.0	3	0	-3	-11	7	-1	0.1
O=C(/C=C/c1ccccc1Cl)NC1CCCCC1	-1	-0.6	-3	-6	5	0	-3	1	0.0

Remaining list, next part:
SMILES	PP1 counter	PP5 inh	TPT1 inhibitor	HCV core dimer	JMJD2C inh	procasp3 activ	procasp7 counter	CTSL1 counter	Efflux pump inh
COc1cccc(COCC(O)Cn2cnc3cc(C)c(C)cc32)c1 (stereo not given)	2	1.3	-2	0	14	3	-7	0	-0.1
CSc1nc(N)c(C#N)c(-c2ccc(Cl)cc2)c1C#N	3	3.1	2	7	-4	-5	8	2	0.4
CC(C)OCCCNC(=O)c1ccc(CS(=O)(=O)Cc2ccccc2F)o1	0	5.3	-1	-2	4	4	-6	-5	-0.1
CCOc1ccccc1NC(=O)CSc1nc(=O)n(CCN2CCOCC2)c2c1CCCC2	-3	-0.8	3	-4	-8	-1	0	0	0.0
COc1ccc(N2CCN(S(=O)(=O)CCNC(=O)COc3ccccc3)CC2)cc1	-6	2.3	2	-5	14	2	10	-1	0.3
CC(C)c1cc(C(=O)N/N=C/c2c[nH]c3ccccc23)n[nH]1	-1	9.8*	-1	-6	9	-9	0	0	-0.1
O=c1ccc(=O)n2n1CC(O)C2	2	1.5	-3	-1	38	7	13	-2	-0.1
CC1CC(C)CN(C(=O)C2CCC(CNc3c(N4CCCCC4)c(=O)c3=O)CC2)C1 (stereo not given)	-2	-0.7	4	0	-5	5	3	-1	-0.2
CC(=O)C1=C(C)N(c2ccccc2)C(=O)C1(NS(=O)(=O)c1ccc(N)cc1)C(F)(F)F (stereo not given)	-4	2.9	-3	-3	0	-1	-2	0	-0.1
O=C(c1cc(F)c(F)cc1Cl)N1CCN(c2ccc([N+](=O)[O-])c3ncccc23)CC1	-10	-1.0	-6	7	3	-3	-12	10	0.0
COC1CCN(C(=O)C2CCC(=O)N(CCc3cccc(F)c3)C2)CC1 (stereo not given)	-1	0.9	0	12	8	2	-3	7	0.0
CCOC(=O)c1cn(Cc2cccc(C)c2)nn1	0	-1.4	-1	-6	-1	13	0	3	0.2
COC(=O)c1ccccc1NC(=O)CSc1nnc(Cc2ccc(Cl)cc2)o1	3	-0.4	0	1	18	-2	-5	7	0.1
Cc1ccc(NC(=O)CCNS(=O)(=O)c2ccc3c(c2)oc(=O)n3C)cc1	-2	1.7	-1	-1	1	1	7	-4	0.0
O=C(NCCc1ccc(Cl)cc1)C1CCN(S(=O)(=O)N2CCCCC2)CC1	-4	0.4	-2	3	-29	-4	-3	2	-0.3
CCOC(=O)N1CCN(C(=O)c2cc(COc3ccc(F)cc3F)on2)CC1	5	5.5	-4	-9	-12	4	-4	-5	0.2
O=C(N/N=C/c1ccc(O)c2ccccc12)c1cccnc1	-4	-1.8	3	-20	5	3	-4	3	0.1
OCC#Cc1cnc2ccccc2c1	2	2.6	1	1	-1	1	-5	-6	0.3
Cc1ccc(S(C)(=O)=O)cc1S(=O)(=O)Nc1cccc(Cl)c1	0	2.5	-4	2	10	4	0	0	-0.6
